RGS4 inh – blocks human RGS4-accelerated GTP hydrolysis | P49798 | actives 0.039% (n = 390,000) | Potency, µM (titrated, usually from 114 µM), without a hit: at the top dose activity change, negative = inhibition, actives largely listed as inhibitors | Transcreener GDP fluorescence polarization, RGS4-accelerated GTP hydrolysis; also: potency is read from the fitted curve at half-maximal effect; % is scaled to controls: 0 for no effect and ±100 for the full control effect; nearly all actives have a fitted effect of over 75% in size; some results filed as inactive show a strong effect at the top dose
Target sequence (P49798 whole entry, looked up): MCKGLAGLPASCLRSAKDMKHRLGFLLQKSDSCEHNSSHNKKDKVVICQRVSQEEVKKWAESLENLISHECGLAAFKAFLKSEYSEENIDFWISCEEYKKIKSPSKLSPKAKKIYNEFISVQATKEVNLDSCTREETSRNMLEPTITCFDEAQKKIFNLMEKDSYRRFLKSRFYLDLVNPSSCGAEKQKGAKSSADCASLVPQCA
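MLSMR compounds (23 nl, pin-transferred) preincubated 10 min at room temperature with a 500nM (2x) first reagent, then RGS4 at 900nM (2x) plus Transcreener GDP mix added; fluorescence polarization (620/688 nm) read before and after 90 min at 30 °C.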
Vif-APOBEC3G blk – inhibitors of Vif-APOBEC3G interaction | HeLa A3G-eYFP + Vif (tagged APOBEC3G with the HIV-1 protein that degrades it), YFP fluorescence, overnight | Potency, µM (highest dose often 46.1 µM), for the others: top-dose activity, negative = active, most hits filed as inhibitors | actives 0.076% (n = 410,000) | AID 602310;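 also: potency is read from the fitted curve at half-maximal effect; % is scaled to controls: 0 for no effect and ±100 for the full control effect; nearly all actives have a fitted effect of over 60% in size; hits raise eYFP signal because A3G escapes Vif-driven loss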
Target sequence (Q9HC16 whole entry, looked up): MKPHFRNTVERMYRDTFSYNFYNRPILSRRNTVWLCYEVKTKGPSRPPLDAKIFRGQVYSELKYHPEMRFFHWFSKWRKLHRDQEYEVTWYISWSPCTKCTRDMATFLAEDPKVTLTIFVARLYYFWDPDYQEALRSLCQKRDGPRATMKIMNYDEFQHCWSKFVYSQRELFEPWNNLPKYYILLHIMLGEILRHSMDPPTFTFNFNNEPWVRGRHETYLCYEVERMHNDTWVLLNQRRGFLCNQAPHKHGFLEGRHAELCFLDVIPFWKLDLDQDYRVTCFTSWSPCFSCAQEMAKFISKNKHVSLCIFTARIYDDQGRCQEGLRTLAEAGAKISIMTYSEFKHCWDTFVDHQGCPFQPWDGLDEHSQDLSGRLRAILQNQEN
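Read-out is eYFP fluorescence (Ex 488/Em 500-530) from Vif-expressing HeLa A3G-eYFP cells; more signal means A3G escaped Vif-mediated degradation. Cells plated overnight, compound pinned in, incubated overnight at 37 deg C.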
D2 agonist – activates the human D2 dopamine receptor; P14416; HEK293 T-REx D2 cells, calcium flux agonist mode; activation, % at 2 µM; actives 0.53% (n = 340,000); AID 485358;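 active = activation over 3 SD above normal in the single-dose calcium agonist read, cut at about 30% in these data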; also: 0% is about no effect
Target sequence (P14416 whole entry, looked up): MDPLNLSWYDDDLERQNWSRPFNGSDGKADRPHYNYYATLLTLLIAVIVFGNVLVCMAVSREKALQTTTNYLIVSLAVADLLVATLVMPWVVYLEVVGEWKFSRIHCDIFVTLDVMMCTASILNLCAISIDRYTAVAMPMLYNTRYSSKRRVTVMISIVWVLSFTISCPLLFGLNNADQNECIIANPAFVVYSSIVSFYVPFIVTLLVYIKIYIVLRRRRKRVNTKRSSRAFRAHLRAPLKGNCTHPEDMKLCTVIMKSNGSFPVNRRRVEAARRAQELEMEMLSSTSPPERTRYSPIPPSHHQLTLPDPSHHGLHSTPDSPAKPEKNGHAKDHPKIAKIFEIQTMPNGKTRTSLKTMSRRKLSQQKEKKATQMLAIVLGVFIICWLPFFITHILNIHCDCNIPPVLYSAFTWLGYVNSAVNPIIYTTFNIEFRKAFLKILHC
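HEK293 Trex D2 cells, tetracycline-induced, o/n 30 C 5% CO2; no-wash Ca dye, RT 30–90 min; 10-cycle baseline, 23 nl cpd added, kinetic Ca read 180 s; agonist hits = positive Ca response.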
D2 antag – antagonizes the human D2 dopamine receptor; HEK293 TREx D2 cells, calcium flux, dopamine EC80; P14416; inhibition, % at 10 µM; actives 2% (n = 340,000); in the data active = inhibition above about 30%; also: 0% is about no effect
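Inhibition of EC80 dopamine-driven calcium flux, recorded kinetically, defines activity here; cells are a tetracycline-induced HEK293 T-REx line expressing force-coupled D2.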
ERG-DNA inh – inhibitors of human ERG Ets domain-DNA interaction | actives 0.028% (n = 370,000) | AID 624246 | fluorescence polarization, His-ERG Ets domain / labelled DNA | Potency, µM (doses to about 76.9 µM), for inactives: at the highest dose FP activity, negative = inhibition, most hits filed as inhibitors; active = well fitted inhibition curve with a large enough effect in the polarisation, with a control signal flat; inconclusive = small, poorly fitted or top-dose-only effect, or effect the other way, or a change in a side signal; inactive = no such curve, though single readings can be large or run the other way; the % refers to the polarisation;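 also: polarization taken with two DNA probes labelled with fluorescein and Texas red; potency is read from the fitted curve at half-maximal effect; % of control where 0% means no effect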
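His-tagged ERG Ets domain (1 uM in the protein solution; 300mM KCl, 50mM Tris-HCl, 1mM EDTA, 1mM DTT, pH 7.5) received compound, then a probe mix of 5 nM fluorescein-DNA and 100nM Texas-615-DNA. Fluorescence polarization was read for both dyes.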
ALOX12 inh – ALOX12 (human) lipoxygenase inhibition. P18054. purified 12hLO, xylenol orange hydroperoxide absorbance. Potency, µM (top dose mostly 108 µM), for inactives: at the highest dose activity change, negative = inhibition, usual class: inhibitors. actives 1.1% (n = 580,000). AID 1671190; also: potency is read from the fitted curve at half-maximal effect; % is scaled to controls: 0 for no effect and ±100 for the full control effect
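Purified human 12hLO at 150 nM in 25 mM Hepes, 0.01% Triton X-100, pH 7.0, preincubated 15 min at room temperature with compound. Reaction started with 40 uM arachidonic acid, 30 min at room temperature. Hydroperoxide measured by Fe-xylenol orange, 573/405 nm absorbance ratio.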
Vif-APOBEC3F blk – Vif-A3F binding inhibition | HeLa A3F-eYFP + Vif (tagged APOBEC3F with the HIV-1 protein that degrades it), YFP fluorescence increase | actives 0.2% (n = 390,000) | Potency, µM (doses to about 46.1 µM), for the others: at the highest dose activity, negative = active; also: potency is read from the fitted curve at half-maximal effect; % of control where 0% means no effect; nearly all actives have a fitted effect of over 65% in size
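Fluorescence increase (Ex 488/Em 500-530) after overnight compound treatment at 37 deg C flags inhibition of Vif-driven A3F-eYFP loss in stable HeLa A3F-eYFP/Vif cells seeded overnight beforehand.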
LDHA block – LDHA (human) enzyme inhibition. activity change, % (values are at about 110 or 230 µM). actives 0.15% (n = 480,000). P00338. AID 1347041. purified LDHA, NADH/diaphorase-resazurin fluorescence; hits give low values; in the data active = activity change below about -30%; inconclusive = mostly about -25% to -30%;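 also: plate controls were DMSO wells for no effect and wells without enzyme for full effect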
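LDH5 2 nM; NADH 0.06 mM, pyruvate 0.2 mM; 200 mM Tris pH 7.4, EDTA, Tween-20; 5 min RT. Detection: diaphorase 0.133 mg/mL + resazurin 37 µM, fluorescence ex540/em590 at 0 and 20 min; normalized to enzyme-free and DMSO wells.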
GRP78 ERSR act – ER stress response induction in glioma | AID 602332 | Potency, µM, inactives show at the top dose activation, most hits filed as activators | actives 0.02% (n = 420,000) | U87-MG GRP78 promoter luciferase reporter, 16 h; also: potency is read from the fitted curve at half-maximal effect; series mostly up to about 76 µM; % of control where 0% means no effect; nearly all actives have a fitted effect of over 35% in size
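Stably transfected U87-MG glioma cells carrying a GRP78-based luciferase sensor; 16 h compound incubation. Luminescence end-point read 10 min after Bright-Glo addition at room temperature.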
* hit, by the source's call; [ ] = another dose, or the depositor's remark. Unless noted, calls follow the shape of the dose curve; as a rule, active = well fitted curve in the direction sought with a large enough effect; inconclusive = small, poorly fitted or top-dose-only effect, or another doubt; inactive = no such curve, though single readings can be large; an effect the other way counts as inactive or inconclusive. Not all compounds are listed; rates above refer to the full screens.

Results for O=C(C1=C(O)C(=O)N(Cc2ccccc2)C1c1ccco1)c1ccco1 (configuration not stated) ?
RGS4 inh: -3%; Vif-APOBEC3G blk: 1%; D2 agonist: 1.4; D2 antag: -13; ERG-DNA inh: 5%; ALOX12 inh: inconclusive; Vif-APOBEC3F blk: -3%; LDHA block: 3; GRP78 ERSR act: 0%

Results for O=C(O)CCCc1c(-[n+]2ccccc2)[nH]c2ccccc12 ?
RGS4 inh: -26%; Vif-APOBEC3G blk: 1%; D2 agonist: 5.5; D2 antag: 7; ERG-DNA inh: -8%; ALOX12 inh: -10%; Vif-APOBEC3F blk: -2%; LDHA block: -2; GRP78 ERSR act: 1%

How did O=C(COC(=O)c1cc2ccccc2oc1=O)Nc1ccc(F)cc1F do in these assays?
RGS4 inh: 13%[11.4 µM]; Vif-APOBEC3G blk: 3%; D2 agonist: 0.6; D2 antag: -11; ERG-DNA inh: -7%; ALOX12 inh: -3%; Vif-APOBEC3F blk: -6%; LDHA block: -4; GRP78 ERSR act: 1%

What do the screens show for `Cc1ccc2cc(CN(Cc3ccc(F)cc3)Cc3nnnn3C3CCCC3)c(=O)[nH]c2c1`?
RGS4 inh: -9%; Vif-APOBEC3G blk: 0%; D2 agonist: -0.8; D2 antag: -3; ALOX12 inh: 9%; Vif-APOBEC3F blk: 0%; LDHA block: 3; GRP78 ERSR act: -4%

Results for NC(=O)COC(=O)CC(c1ccccc1)c1ccccc1 ?
RGS4 inh: -18%; Vif-APOBEC3G blk: 1%; D2 agonist: 0.4; D2 antag: -2; ERG-DNA inh: -1%; ALOX12 inh: 4%; Vif-APOBEC3F blk: -5%; LDHA block: 0; GRP78 ERSR act: -2%

How did CCOC(=O)C1CCN(c2c(NCCN3CCN(c4ccccc4)CC3)c(=O)c2=O)CC1 do in these assays?
RGS4 inh: -12%; Vif-APOBEC3G blk: 1%; D2 agonist: 37*; D2 antag: -7; ERG-DNA inh: -3%; ALOX12 inh: 12%[57.4 µM]; Vif-APOBEC3F blk: 2%; LDHA block: -5; GRP78 ERSR act: -1%

Results for CCC1(c2ccccc2)NC(=O)N(CC(=O)NCc2ccc(OC)cc2)C1=O (configuration not stated) ?
RGS4 inh: 8%; Vif-APOBEC3G blk: 5%; ERG-DNA inh: -2%; ALOX12 inh: inconclusive; Vif-APOBEC3F blk: 13%; LDHA block: -6; GRP78 ERSR act: -5%

Results for O=C(Nc1ccc(F)c(F)c1)C1CCCN1S(=O)(=O)c1cccc2nsnc12 (configuration not stated) ?
RGS4 inh: -17%; Vif-APOBEC3G blk: -3%; D2 agonist: -0.3; ERG-DNA inh: -2%; ALOX12 inh: -20%; Vif-APOBEC3F blk: 3%; LDHA block: -6; GRP78 ERSR act: -3%

Results for Cc1cccc(-c2c3c(=O)n(C)c(=O)n(C)c3cn2-c2ccc(O)cc2)c1 ?
RGS4 inh: 17%; Vif-APOBEC3G blk: -2%; ERG-DNA inh: 2%; ALOX12 inh: inconclusive; Vif-APOBEC3F blk: 3%; LDHA block: 4; GRP78 ERSR act: -2%

How did COc1ccc(C(=O)C2CCCN(Cc3c(O)cccc3OC)C2)cc1OC (configuration not stated) do in these assays?
RGS4 inh: -7%; Vif-APOBEC3G blk: -11%; D2 agonist: 0.2; D2 antag: 12; ERG-DNA inh: 4%; ALOX12 inh: 0%; Vif-APOBEC3F blk: 6%; LDHA block: -5; GRP78 ERSR act: -6%

Results for COCC(COS(N)(=O)=O)Cc1ccccc1 (configuration not stated) ?
RGS4 inh: -24%; Vif-APOBEC3G blk: 1%; D2 agonist: 0.1; D2 antag: 6; ERG-DNA inh: -9%; ALOX12 inh: 11%; Vif-APOBEC3F blk: 0%; LDHA block: -2; GRP78 ERSR act: -4%

How did O=C(Nc1ccon1)c1csc2c1CCCC2 do in these assays?
RGS4 inh: -49%; Vif-APOBEC3G blk: 0%; D2 agonist: 0.4; D2 antag: 20; ERG-DNA inh: 5%; ALOX12 inh: -21%; Vif-APOBEC3F blk: -9%; LDHA block: 13; GRP78 ERSR act: -1%

Nothing new here: 3 of the compounds above.
How did COc1ccc(C(=O)C2CCCN(Cc3c(O)cccc3OC)C2)cc1OC (configuration not stated) do in these assays?
RGS4 inh: -7%; Vif-APOBEC3G blk: -11%; D2 agonist: 0.2; D2 antag: 12; ERG-DNA inh: 4%; ALOX12 inh: 0%; Vif-APOBEC3F blk: 6%; LDHA block: -5; GRP78 ERSR act: -6%

Results for COCC(COS(N)(=O)=O)Cc1ccccc1 (configuration not stated) ?
RGS4 inh: -24%; Vif-APOBEC3G blk: 1%; D2 agonist: 0.1; D2 antag: 6; ERG-DNA inh: -9%; ALOX12 inh: 11%; Vif-APOBEC3F blk: 0%; LDHA block: -2; GRP78 ERSR act: -4%

How did O=C(Nc1ccon1)c1csc2c1CCCC2 do in these assays?
RGS4 inh: -49%; Vif-APOBEC3G blk: 0%; D2 agonist: 0.4; D2 antag: 20; ERG-DNA inh: 5%; ALOX12 inh: -21%; Vif-APOBEC3F blk: -9%; LDHA block: 13; GRP78 ERSR act: -1%

Going on with the list:
Results for COc1cccc(NC(=O)CSc2nccn(-c3ccc4c(c3)OCCO4)c2=O)c1 ?
RGS4 inh: 18%; Vif-APOBEC3G blk: -1%; D2 agonist: 0.4; D2 antag: -3; ERG-DNA inh: 2%; ALOX12 inh: -3%; Vif-APOBEC3F blk: -1%; LDHA block: -4; GRP78 ERSR act: 1%

What do the screens show for `CCCc1ccc(OCc2ccc(C(=O)N3CCCC3)o2)cc1`?
RGS4 inh: 0%; Vif-APOBEC3G blk: -15%; D2 agonist: -1.2; D2 antag: 8; ERG-DNA inh: -10%; ALOX12 inh: 0%; Vif-APOBEC3F blk: -22%; LDHA block: -5; GRP78 ERSR act: 6%

What do the screens show for `O=C(NCCO)c1nc(C(=O)c2ccc(Cl)cc2)c2ccccc2n1`?
RGS4 inh: -17%; Vif-APOBEC3G blk: -3%; D2 agonist: 0.4; D2 antag: -22; ERG-DNA inh: 18%; ALOX12 inh: -11%; Vif-APOBEC3F blk: 10%; LDHA block: 0; GRP78 ERSR act: -3%

How did C#CC(C)(CC)NC(=O)Cn1nnc(-c2ccc(OCc3ccccc3Cl)cc2)n1 (configuration not stated) do in these assays?
RGS4 inh: 15%; Vif-APOBEC3G blk: -1%; D2 agonist: 0.0; ERG-DNA inh: 16%; ALOX12 inh: -22%; Vif-APOBEC3F blk: -5%; LDHA block: -1; GRP78 ERSR act: -2%

What do the screens show for `Cc1ccc(CNC(=O)c2ccccc2NC(=O)CSc2nnnn2C)cc1`?
RGS4 inh: -42%; Vif-APOBEC3G blk: 1%; D2 agonist: -0.2; D2 antag: 28; ERG-DNA inh: 4%; ALOX12 inh: -21%; Vif-APOBEC3F blk: 0%; LDHA block: -5; GRP78 ERSR act: 1%

Results for CC(=O)Nc1c(C(=O)N2CCCCCC2)cnn1-c1ccccc1 ?
RGS4 inh: -3%; Vif-APOBEC3G blk: 0%; D2 agonist: -0.1; D2 antag: -8; ERG-DNA inh: -9%; ALOX12 inh: 0%; Vif-APOBEC3F blk: 2%; LDHA block: 1; GRP78 ERSR act: -6%

What do the screens show for `COc1ccc(C2C(=O)N(C3CCCCCC3)CC(=O)N2Cc2ccccc2)cc1OC` (configuration not stated)?
RGS4 inh: 7%; Vif-APOBEC3G blk: 1%; D2 agonist: 0.3; D2 antag: -16; ERG-DNA inh: -1%; ALOX12 inh: 11%; Vif-APOBEC3F blk: -5%; LDHA block: -3; GRP78 ERSR act: -5%

How did CC(/C=N/NC(=O)c1nnn(-c2nonc2N)c1C(C)C)=C\c1ccccc1 do in these assays?
RGS4 inh: 1%; Vif-APOBEC3G blk: -5%; D2 agonist: 0.1; D2 antag: -8; ERG-DNA inh: 14%; ALOX12 inh: 4%; Vif-APOBEC3F blk: -23%; LDHA block: 1; GRP78 ERSR act: inconclusive

What do the screens show for `COc1ccc(C2C(C#N)=C3NC(=O)c4c(sc5c4CCCCC5)N3C3=C2C(=O)CC(C)(C)C3)cc1` (configuration not stated)?
RGS4 inh: 13%; Vif-APOBEC3G blk: -3%; D2 agonist: 0.1; D2 antag: 4; ERG-DNA inh: 13%; ALOX12 inh: -10%; Vif-APOBEC3F blk: inconclusive; LDHA block: 2; GRP78 ERSR act: -3%

How did O=C(c1ccc(CS(=O)Cc2ccc(Cl)cc2)o1)N1CCN(c2ccccc2)CC1 (configuration not stated) do in these assays?
RGS4 inh: 3%; Vif-APOBEC3G blk: 0%; D2 agonist: -1.7; D2 antag: -6; ERG-DNA inh: 11%; ALOX12 inh: 0%; Vif-APOBEC3F blk: 0%; LDHA block: -2; GRP78 ERSR act: -3%

How did COc1ccc(N=C2c3ccccc3-c3ccc([N+](=O)[O-])cc32)cc1 do in these assays?
RGS4 inh: 2%; Vif-APOBEC3G blk: -5%; ERG-DNA inh: 3%; ALOX12 inh: 2%; Vif-APOBEC3F blk: 5%; LDHA block: 4; GRP78 ERSR act: -5%

Bioassay records deposited in PubChem BioAssay by National Center for Advancing Translational Sciences (NCATS).
